Assay outcomes: PubChem BioAssay, National Center for Advancing Translational Sciences (NCATS)
GLS inh: blocks human kidney-isoform glutaminase activity; O94925; GLS enzymatic activity, qHTS titration; Potency, µM (top dose mostly 45.5 µM), for inactives: top-dose activity change, negative = inhibition, most hits filed as inhibitors; hit rate 0.21% among 410,000; AID 624170; also: potency is read from the fitted curve at half-maximal effect; % is scaled to controls: 0 for no effect and ±100 for the full control effect
Target sequence (O94925 whole entry, looked up, canonical isoform): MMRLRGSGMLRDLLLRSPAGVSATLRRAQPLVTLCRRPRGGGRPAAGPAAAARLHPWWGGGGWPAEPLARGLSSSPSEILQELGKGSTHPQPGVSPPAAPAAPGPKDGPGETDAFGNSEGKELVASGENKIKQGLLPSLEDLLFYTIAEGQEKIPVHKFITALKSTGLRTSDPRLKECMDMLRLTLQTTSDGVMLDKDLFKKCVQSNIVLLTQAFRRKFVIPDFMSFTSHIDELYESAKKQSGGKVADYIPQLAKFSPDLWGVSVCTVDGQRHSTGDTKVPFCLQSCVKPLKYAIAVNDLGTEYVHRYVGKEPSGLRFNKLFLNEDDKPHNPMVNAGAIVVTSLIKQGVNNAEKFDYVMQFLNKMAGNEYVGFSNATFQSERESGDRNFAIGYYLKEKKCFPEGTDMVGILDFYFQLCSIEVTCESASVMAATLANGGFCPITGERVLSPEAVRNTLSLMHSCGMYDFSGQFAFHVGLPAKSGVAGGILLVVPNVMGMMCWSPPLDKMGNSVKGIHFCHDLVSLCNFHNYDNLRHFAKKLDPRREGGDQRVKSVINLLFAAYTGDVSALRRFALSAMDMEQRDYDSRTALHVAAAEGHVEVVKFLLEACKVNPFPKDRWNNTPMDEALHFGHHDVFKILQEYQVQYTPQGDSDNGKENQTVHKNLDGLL
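Glutamate formation by hKGA was monitored fluorometrically using coupled glutamate oxidase, HRP and Amplex Red. Substrate was added as 1 mM L-glutamine solution; incubation was 30 min at RT after an initial read.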
HP1b chromo inh: inhibitors of HP1-beta chromodomain binding to methylated histone tails | hit rate 0.56% among 390,000 | AID 540317 | AlphaScreen HP1-beta / biotin-H3K9me3 peptide binding | Potency, µM (highest dose often 114 µM), for inactives: at the top dose activity change, negative = inhibition, usual class: inhibitors | P83916; also: potency is read from the fitted curve at half-maximal effect; nearly all actives have a fitted effect of over 70% in size; inactives centre near 23
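HP1-beta protein (50 nM final) preincubated 30 min at room temperature with biotinylated H3(1-18)K9me3 peptide (50 nM) in PBS pH 7.4, 0.01% Tween-20, then compound added for 30 min. AlphaScreen streptavidin donor/nickel chelate acceptor beads (10 ug/mL final), 30 min dark, luminescence read.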
PI4K2A inh: inhibitors of human PI4K2A | purified PI4K2A, ADP-Glo luminescence, 1 h; hits give low values | hit rate 0.13% among 420,000 | Q9BTU6 | activity change, negative = inhibition, % at 76.9 µM; in the data active = activity change below about -50%; inconclusive = mostly about -30% to -49%;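 also: -100% = wells without enzyme as full effect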
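PI4K2A activity was measured by ADP-Glo luminescence: enzyme (4 ug/mL stock) and phosphatidylinositol (1.2 mM stock) in Tris pH 7.5/MgCl2/EGTA/Triton X-100 buffer were reacted with ATP (300 microM stock) for one hour at ambient temperature.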
Pin1 inhibitor: inhibitors of human Pin1 | Q13526 | Pin1 FP peptide displacement, HiFluor488, 10 min | Potency, µM (titrated, usually from 115 µM), for inactives: at the top dose activity, negative = inhibition, most hits filed as inhibitors | hit rate 0.009% among 390,000 | AID 504891; active = well fitted inhibition curve with a large enough effect in the polarisation, with a control signal flat, not every such curve was filed as active; inconclusive = small, poorly fitted or top-dose-only effect, or effect the other way, or a change in a side signal; inactive = no such curve, though single readings can be large or run the other way; the % refers to the polarisation; also: potency is read from the fitted curve at half-maximal effect; % is scaled to controls: 0 for no effect and ±100 for the full control effect
Target sequence (Q13526 whole entry, looked up): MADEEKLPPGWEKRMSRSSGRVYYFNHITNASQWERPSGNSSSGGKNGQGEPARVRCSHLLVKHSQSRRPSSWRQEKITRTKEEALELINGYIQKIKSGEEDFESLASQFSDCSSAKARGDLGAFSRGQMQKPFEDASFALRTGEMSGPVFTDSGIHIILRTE
G9a inh: G9a (human) methyltransferase inhibition | hit rate 8.8% among 350,000 | AID 504332 | Q96KQ7 | G9a H3K9 monomethylation, AlphaScreen, 2 h | Potency, µM (series often up to 102 µM), without a hit: at the highest dose activity, negative = inhibition, hits mostly inhibitors; also: potency is read from the fitted curve at half-maximal effect; % is scaled to controls: 0 for no effect and ±100 for the full control effect; nearly all actives have a fitted effect of over 75% in size
Target sequence (Q96KQ7 913-1193 limits assumed): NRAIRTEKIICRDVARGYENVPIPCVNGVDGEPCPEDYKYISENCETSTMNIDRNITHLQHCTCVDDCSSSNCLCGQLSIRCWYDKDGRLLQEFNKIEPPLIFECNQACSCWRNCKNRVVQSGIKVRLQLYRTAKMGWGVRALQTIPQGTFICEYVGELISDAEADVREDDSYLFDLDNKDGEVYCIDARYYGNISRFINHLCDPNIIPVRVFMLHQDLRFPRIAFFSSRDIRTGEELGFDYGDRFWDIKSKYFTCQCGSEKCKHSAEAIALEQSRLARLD
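Step 1: enzyme (final 20 nM) with compound, 15 min RT. Step 2: substrate peptide 500 nM and SAM 20 uM, 2 h RT. Step 3: anti-H3K9me1 antibody and AlphaScreen beads, 10 min, then plate read.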
JMJD2A Tudor inh: inhibitors of human JMJD2A Tudor domain. hit rate 4.4% among 390,000. Potency, µM (doses to about 114 µM), for inactives: top-dose activity change, negative = inhibition, hits mostly inhibitors. O75164. AlphaScreen JMJD2A-Tudor / H3K4me3 peptide binding; also: potency is read from the fitted curve at half-maximal effect; % is scaled to controls: 0 for no effect and ±100 for the full control effect; nearly all actives have a fitted effect of over 50% in size
BAZ2B inh: BAZ2B (human) inhibition | AID 504333 | Potency, µM (series often up to 114 µM), without a hit: at the top dose activity change, negative = inhibition, hits mostly inhibitors | hit rate 4.4% among 360,000 | AlphaScreen BAZ2B-H3K14Ac peptide displacement | Q9UIF8; also: potency is read from the fitted curve at half-maximal effect; % is scaled to controls: 0 for no effect and ±100 for the full control effect; nearly all actives have a fitted effect of over 60% in size
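Multi-concentration screen (max 110 uM) measuring displacement of acetylated histone H3 peptide from BAZ2B by AlphaScreen, using 50 nM protein, 50 nM peptide and 10 ug/mL streptavidin donor plus Ni-chelate acceptor beads.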
PGK inhibitor: blocks T. brucei phosphoglycerate kinase; Potency, µM (doses to about 57.5 µM), without a hit: at the top dose activity change, negative = inhibition, most hits filed as inhibitors; PGK/GAPDH coupled, Kinase-Glo luminescence, 60 min; hit rate 0.043% among 380,000; also: potency is read from the fitted curve at half-maximal effect; % is scaled to controls: 0 for no effect and ±100 for the full control effect; nearly all actives have a fitted effect of over 60% in size
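Recombinant glycosomal PGK reaction used 1,3-bisphosphoglycerate generated in-well by GAPDH (100nM final) in 100mM TEA pH 7.6, 5mM MgCl2, 0.01% Tween-20. After 60 minutes at room temperature, ATP was read by Kinase-Glo Plus luminescence end-point.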
ERG Ets-DNA blk: blocks human ERG Ets domain binding to DNA | P11308 | fluorescence polarization, His-ERG Ets domain / labelled DNA | hit rate 0.028% among 370,000 | Potency, µM (top dose mostly 76.9 µM), inactives show top-dose FP activity, negative = inhibition, most hits filed as inhibitors; active = well fitted inhibition curve with a large enough effect in the polarisation, with a control signal flat; inconclusive = small, poorly fitted or top-dose-only effect, or effect the other way, or a change in a side signal; inactive = no such curve, though single readings can be large or run the other way; the % refers to the polarisation;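 also: polarization taken with two DNA probes labelled with fluorescein and Texas red; potency is read from the fitted curve at half-maximal effect; % of control where 0% means no effect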
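His-tagged ERG Ets domain (1 uM in the protein solution; 300mM KCl, 50mM Tris-HCl, 1mM EDTA, 1mM DTT, pH 7.5) received compound, then a probe mix of 5 nM fluorescein-DNA and 100nM Texas-615-DNA. Fluorescence polarization was read for both dyes.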
An asterisk follows results filed as active; i = inactive; ? = inconclusive; / = no result given; & = joins results of further samples; [ ] = another dose, or the depositor's remark. Unless noted, calls follow the shape of the dose curve; as a rule, active = well fitted curve in the direction sought with a large enough effect; inconclusive = small, poorly fitted or top-dose-only effect, or another doubt; inactive = no such curve, though single readings can be large; an effect the other way counts as inactive or inconclusive.

(1) Cc1ccc(-n2nnnc2-c2cnoc2-c2cccc(F)c2)cc1
(2) Cc1ccc(S(=O)(=O)NCCS(=O)(=O)N2CCN(c3ccc(F)cc3)CC2)cc1
(3) c1ccc2cc(Sc3ncnc4c3oc3ccccc34)ccc2c1
(4) COC(=O)c1c(-c2ccc(OC)cc2)sc2cc3c(cc12)OCO3
(5) Cc1ccc(Sc2ncccc2N)cc1
(6) Cc1ccc2c(c1)C(=O)C(=O)N2CCCOc1ccccc1C
(7) CCC(=O)Oc1ccc(C(=O)Nc2cccc(C(=O)NC(C)(C)C)c2)cc1
(8) CCCN(CC1CC1)C(=O)COc1ccccc1C(=O)NCc1ccccc1
Screen / compound no.	1	2	3	4	5	6	7	8
GLS inh	109%[activator]	12%	-2%	-2%	2%	3%	-10%	6%
HP1b chromo inh	22%	5%	34%[activator]	226%[activator]	21%	?	34%	41%[activator]
PI4K2A inh	0	-1	1	3	-4	36	4	-2
Pin1 inhibitor	-9%	2%	-1%	?	1%	-5%	1%	-2%
G9a inh	-1%[59 µM]	2%	/	-2%[0.501 µM]	/	-38%	-3%	1%[12.7 µM]
JMJD2A Tudor inh	16µM*	-14%	14%	129%[activator]	-18%	40µM*	-4%	-12%
BAZ2B inh	28%	-5%	6%	143%[activator]	/	-17%	-19%	8%
PGK inhibitor	-1%	-1%	-6%	5%	1%	-1%	-4%	6%
ERG Ets-DNA blk	1%	-2%	-8%	-4%	14%	-1%	6%	-4%

(9) COc1cc(OC)c2ccc(=O)oc2c1C(CCN1CCN(c2ccccc2)CC1)c1ccc(N(C)C)cc1 (stereo unspecified)
(10) NC(=O)N/N=C/c1ccc(OCc2cccc(Cl)c2)cc1
(11) Cc1nn(C(C)C(=O)Nc2ccc3c(c2)OCO3)c(C)c1[N+](=O)[O-] (stereo unspecified)
(12) CCCNC(=O)c1ccccc1NS(=O)(=O)c1ccc(OC)c(OC)c1
(13) O=C(NCCC1CCCCN1S(=O)(=O)c1ccccc1)C(=O)NCc1ccc(F)cc1 (stereo unspecified)
(14) N#CC1=C(SCC(N)=O)NC(=O)CC1c1ccccc1Cl (stereo unspecified)
(15) COc1ccc2cc(C[C@@H]3CC[C@@H](CO)O3)ccc2c1
(16) CC[C@]1(C(=O)OC)[C@H]2C(=O)N(Cc3ccccc3)C(=O)[C@H]2[C@H]2CN=C(SC)N21
Screen / compound no.	9	10	11	12	13	14	15	16
GLS inh	0%	-11%	1%	8%	-3%	7%	-1%	-3%
HP1b chromo inh	?	20%	9%	40%[activator]	15%	16%	8%	20%
PI4K2A inh	-5	-1	-2	3	-3	-4	3	-3
Pin1 inhibitor	2%&5%	1%	-1%	-2%	-3%	0%	4%	1%
G9a inh	-138%[59 µM]	-5%	/	?	?	-19%	/	/
JMJD2A Tudor inh	22µM*	11%	?	0%	-15%	-26%	-14%	-22%
BAZ2B inh	35µM*	-14%	?	-2%	-16%	11%	/	/
PGK inhibitor	-6%	-4%	-2%	1%	-1%	-2%	-7%	-5%
ERG Ets-DNA blk	-19%	5%	-13%	0%	-6%	17%	8%	3%

(17) Cc1nc2ccccn2c1C(=O)CSc1cccc(Cl)c1
(18) CCCCN1CC(COCc2ccccc2)Oc2cccc(Oc3ccc(F)cc3)c2S1(=O)=O (stereo unspecified)
(19) CCOc1ccc(OCC)c(S(=O)(=O)NC2CC(C)(C)NC(C)(C)C2)c1
(20) Fc1ccc(-c2[nH]ncc2CN2CCN(c3ccc(F)cc3)CC2)cc1
(21) Cc1ccc2cc(NC(=O)c3ccc(C(C)(C)C)cc3)ccc2n1
(22) O=C1c2ccccc2C(=O)c2c([N+](=O)[O-])ccc(O)c21
(23) COc1ccc(NC(=O)CS(=O)CC(=O)Nc2cccnc2)cc1 (stereo unspecified)
(24) CN1CCc2c(sc(NC(=O)Cc3ccc(F)cc3)c2C(N)=O)C1
Screen / compound no.	17	18	19	20	21	22	23	24
GLS inh	7%	1%	-9%	-22%	-1%	-17%	5%	-2%
HP1b chromo inh	35%	61%[activator]	23%	-13%	25%	-11%	18%	24%
PI4K2A inh	3	2	-1	0	-2	8	4	1
Pin1 inhibitor	3%	2%	-2%	2%	0%	2%	1%	-5%
G9a inh	37%[activator]	/	-28%	?	17%	-25%[59 µM]	16%[59 µM]	3%[59 µM]
JMJD2A Tudor inh	-14%	-3%	-9%	-28%	-24%	?	8%	-12%
BAZ2B inh	17%	/	-2%	-39%	-18%	?	4%	-4%
PGK inhibitor	2%	-13%	-9%	-1%	-4%	?	-6%	-1%
ERG Ets-DNA blk	9%	4%	9%	7%	-14%	-9%	-6%	-12%

(25) CC1CN(C(=O)CSc2nnc(-c3ccccc3)o2)CC(C)O1 (stereo unspecified)
(26) CCCCN(C(=O)CCC(=O)Nc1cc(C)on1)C(C(=O)NC1CCCC1)c1ccc(OC)cc1 (stereo unspecified)
(27) Cc1cnc(-c2nnc(N(C)C(=O)C3CCCO3)s2)cn1 (stereo unspecified)
(28) O=c1onc(-c2ccc(Cl)cc2Cl)n1-c1cccnc1
(29) CN(C)c1ccc(NC(=O)c2cccc([N+](=O)[O-])c2)c2ccccc12
(30) O=C(CSc1nnc(-c2cccnc2)o1)Nc1ccccc1F
(31) Cc1nc2ccc(NC(=O)CCS(=O)(=O)c3ccc(Cl)cc3)cc2s1
(32) CCOC(=O)C(=CNc1ccccc1Cl)C(=O)OCC
Screen / compound no.	25	26	27	28	29	30	31	32
GLS inh	-4%	-5%	3%	0%	36%[activator]	2%	0%	2%
HP1b chromo inh	44%[activator]	12%	54%[activator]	17%	?	44%[activator]	19%	51%[activator]
PI4K2A inh	-4	0	-11	-20	-4	-1	-2	3
Pin1 inhibitor	-4%	2%	-5%	-6%	20%	-6%	6%	4%
G9a inh	6%	-10%[59 µM]	-21%	4%	-7%[0.501 µM]	-1%[0.501 µM]	4%[59 µM]	115%[activator]
JMJD2A Tudor inh	-14%	3%	-25%	1%	?	-8%	-9%	25%
BAZ2B inh	2%	4%	4%	-2%	?	-3%	-6%	21%
PGK inhibitor	-9%	2%	-10%	5%	-2%	0%	0%	6%
ERG Ets-DNA blk	7%	3%	9%	-4%	-2%	12%	9%	2%

(33) O=c1c(C(c2ccc(O)cc2)c2c(O)nc3n(c2=O)CCS3)c(O)nc2n1CCS2
(34) C/C(=N/NS(=O)(=O)c1ccc(Cl)cc1)c1ccc2c(c1)OCO2
(35) Cc1ccc(Nc2nc3ccccc3s2)c(C)c1
(36) CCOC(=O)c1sc(/N=C/N(C)C)nc1C
(37) Cc1ccc(CCNS(=O)(=O)c2cc3c(cc2C)NC(=O)CO3)cc1
(38) CC(C)CC(=O)NCc1ccc(F)cc1
(39) CC1CCN(C(=O)CCNC(=O)c2ccccc2)CC1
(40) CCc1nnc(SCC(=O)NC2CCCC2)nc1CC
Screen / compound no.	33	34	35	36	37	38	39	40
GLS inh	39%[activator]	6%	-1%	1%	0%	-3%	3%	0%
HP1b chromo inh	8%	37%[activator]	47%[activator]	7%	30%	39%[activator]	13%	17%
PI4K2A inh	?	-2	-7	0	-10	-2	0	1
Pin1 inhibitor	0%	-10%	3%	-1%	-6%	1%	-4%	3%
G9a inh	?	/	16%[59 µM]	4%[59 µM]	/	5%[59 µM]	8%	16%
JMJD2A Tudor inh	45µM*	-2%	8%	-10%	-12%	0%	-3%	-10%
BAZ2B inh	?	/	9%	0%	5%	0%	9%	2%
PGK inhibitor	-3%	-3%	-10%	3%	-7%	-4%	9%	-2%
ERG Ets-DNA blk	-4%	-10%	12%	8%	-5%	-28%	-3%	-2%

(41) O=C(NN1C(=O)NC2(CCCCC2)C1=O)c1ccc(-c2ccccc2Cl)o1
(42) CCCNS(=O)(=O)c1ccc(NC(=O)c2ccccn2)cc1
(43) Cc1nc(N2CCCC2)c2ccsc2n1
(44) CCOC(=O)c1ccccc1N/C=C/C(=O)c1cccs1
(45) Cc1cc(C)c(S(=O)(=O)NCc2cccnc2)cc1C
(46) Cn1c(NCc2cc(Br)ccc2O)nc2ccccc21
(47) CCc1ccc(-c2cc(C(=O)NCc3ccccn3)c3ccccc3n2)cc1
Screen / compound no.	41	42	43	44	45	46	47
GLS inh	5%	2%	11%	0%	1%	3%	0%
HP1b chromo inh	26%	16%	27%	85%[activator]	16%	30%	30%
PI4K2A inh	-4	-23	-4	-4	-4	4	0
Pin1 inhibitor	-4%	0%	1%	33%[activator]	-4%	-1%	-2%
G9a inh	0%[2.33 µM]	-7%	-1%[59 µM]	32µM*	/	17%	52%[activator][59 µM]
JMJD2A Tudor inh	-8%	20µM*	-5%	16%	-17%	-9%	-15%
BAZ2B inh	-24%	0%	11%	18%	-6%	31%[activator]	-30%
PGK inhibitor	-8%	-6%	0%	i	i	-9%	7%
ERG Ets-DNA blk	-3%	-4%	1%	12%	-3%	-19%	-2%

Filtered by structure, the entries above containing a furan ring, fused or not (2)
(3) c1ccc2cc(Sc3ncnc4c3oc3ccccc34)ccc2c1
(41) O=C(NN1C(=O)NC2(CCCCC2)C1=O)c1ccc(-c2ccccc2Cl)o1
Screen / compound no.	3	41
GLS inh	-2%	5%
HP1b chromo inh	34%[activator]	26%
PI4K2A inh	1	-4
Pin1 inhibitor	-1%	-4%
G9a inh	/	0%[2.33 µM]
JMJD2A Tudor inh	14%	-8%
BAZ2B inh	6%	-24%
PGK inhibitor	-6%	-8%
ERG Ets-DNA blk	-8%	-3%
